GC-A act: GC-A (human) enzyme activation; activation, % at 10 µM; P16066; 370,000 compounds, 0.14% hits; HEK293 GC-A cells, cGMP TR-FRET, EC30 ANP; 0% at EC30 ANP, 100% saturating ANP; in the data active means activation above about 40%
PRMT1 inh: inhibitors of human PRMT1; AID 652257; recombinant PRMT1, activity-based probe fluorescence polarization; inhibition, % at 2.79 µM; 370,000 compounds, 1.3% hits; Q99873;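 active means inhibition above about 21% made by adding two undisclosed values, limit read from the data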
Target sequence (Q99873 whole entry, looked up): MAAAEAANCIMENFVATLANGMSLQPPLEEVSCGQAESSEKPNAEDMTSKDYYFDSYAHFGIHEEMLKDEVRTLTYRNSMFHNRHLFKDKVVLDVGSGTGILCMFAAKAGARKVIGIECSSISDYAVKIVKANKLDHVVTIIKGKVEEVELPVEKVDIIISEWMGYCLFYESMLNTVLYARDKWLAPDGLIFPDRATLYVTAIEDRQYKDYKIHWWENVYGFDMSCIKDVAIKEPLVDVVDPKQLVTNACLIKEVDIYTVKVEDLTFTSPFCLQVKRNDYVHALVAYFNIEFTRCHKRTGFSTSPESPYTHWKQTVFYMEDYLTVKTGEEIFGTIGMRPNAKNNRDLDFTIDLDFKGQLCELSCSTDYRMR
MBD2 inh: MBD2-methylated oligo binding inhibition; 370,000 compounds, 0.31% hits; TR-FRET, MBD2 binding to methylated oligonucleotide; Q9UBB5; inhibition, % at 4.4 µM; in the data active means inhibition above about 13%
GC-B act: GC-B (human) receptor activation | P20594 | HEK293-GC-B cells, CNP EC30, cGMP TR-FRET; 0% at EC30 CNP, 100% saturating CNP | activation, % at 10 µM | 370,000 compounds, 0.11% hits | AID 1920062;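 active means activation at 10 µM reaching about 35% in either raw or pattern-adjusted values, limit read from the data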
TCR CD3 inh: blocks the human TCR-CD3 interaction. 360,000 compounds, 0.37% hits. TAMRA-labeled TCR probe fluorescence, biochemical. inhibition, % at 9.4 µM; in the data active means inhibition above about 19%;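 further: recombinant mutant TCR 2C K166C tagged with TAMRA read by polarization; 0% = receptor in buffer alone and 100% = receptor with positive control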
UHRF1 binding: blocks human UHRF1 binding to methylated DNA. UHRF1 binding to methylated oligo, TR-FRET. inhibition, % at 4.4 µM. Q96T88. 370,000 compounds, 0.75% hits; in the data active means inhibition above about 21%;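 further: UHRF1 SRA domain binding a hemimethylated CpG hairpin DNA probe; 0% = median of test compound wells and 100% = reference inhibitor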
ABHD4 inh: ABHD4 (mouse) inhibition, primary FP screen. purified mABHD4, FP-Rh probe fluorescence polarization. 370,000 compounds, 0.54% hits. Q8VD66. inhibition, % at 8.92 µM. AID 720543;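 active means inhibition exceeding the mean over every tested compound plus 3 SD, cut at about 30% in these data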;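 further: 0% = plate median of compound wells and 100% = S159A mutant with DMSO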
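System: mouse ABHD4 enzyme, wild type / Medium: HEPES pH 7.0, NaCl, Pluronic buffer / Reagent: FP-Rh activity-based fluorescent probe / Control set: S159A mutant high control, sample median low control / Detection: fluorescence polarization with parallel and perpendicular emission, 525/598 nm / Schedule: 45 min + 60 min at 25 °C / Compound dosing: 8.92 µM, single dose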
rCAG binder: molecules binding r(CAG) RNA repeats; r(CAG) RNA repeat, TO-PRO-1 dye displacement fluorescence; inhibition, % at 3 µM; 370,000 compounds, 1.3% hits; AID 651821;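 active means inhibition above the plate cutoff, the mean of all test compounds on that plate plus 3 SD, cut at about 35% in these data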;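 further: 0% = DMSO alone and 100% = 100 µM mitoxantrone as full dye displacement; higher means more dye released from RNA so lower well fluorescence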
HTRA1 inhibitor: HTRA1 (human) protease inhibition. inhibition, % at 5.96 µM. AID 504803. Q92743. 340,000 compounds, 0.5% hits. recombinant HTRA1, FP-rhodamine activity-based probe, fluorescence polarization; in the data active means inhibition above about 36%;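 further: 0% = enzyme with DMSO and 100% = wells lacking enzyme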
Target sequence (Q92743 whole entry, looked up): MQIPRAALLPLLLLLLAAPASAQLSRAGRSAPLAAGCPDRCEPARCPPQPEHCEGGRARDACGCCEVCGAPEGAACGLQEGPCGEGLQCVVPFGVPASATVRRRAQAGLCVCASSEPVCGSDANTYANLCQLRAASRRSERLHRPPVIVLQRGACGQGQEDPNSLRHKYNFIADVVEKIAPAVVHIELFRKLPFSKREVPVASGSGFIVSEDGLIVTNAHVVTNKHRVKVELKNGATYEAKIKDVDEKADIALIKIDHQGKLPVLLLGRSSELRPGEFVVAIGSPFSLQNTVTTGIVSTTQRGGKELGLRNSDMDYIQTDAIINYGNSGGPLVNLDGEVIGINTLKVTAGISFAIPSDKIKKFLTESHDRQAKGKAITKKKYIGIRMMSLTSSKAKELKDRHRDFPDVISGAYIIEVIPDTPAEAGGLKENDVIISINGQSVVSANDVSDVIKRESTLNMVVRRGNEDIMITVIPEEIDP
SIAE primary: inhibitors of human sialic acid acetylesterase SIAE; inhibition, % at 9.66 µM; AID 1053197; 370,000 compounds, 0.69% hits; SIAE FP-Rh probe binding, fluorescence polarization;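 active means inhibition above a cutoff: mean of compounds within the control limits plus 3 SD of those, cut at about 17% in these data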;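 further: 0% = plate median of compound wells and 100% = probe without SIAE protein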
* marks the source's active call; other numbers are inactive results; · = not tested or not shown. Only part of the results is shown; the hit share may differ from the screen's.

smiles,MBD2 inh,GC-B act,GC-A act,rCAG binder,TCR CD3 inh,HTRA1 inhibitor,UHRF1 binding,PRMT1 inh,ABHD4 inh,SIAE primary
COc1ccc(N2CC(C(=O)NCCC3=CCCCC3)CC2=O)cc1 (stereo unspecified),-2,3,2,-1,3,3,-1,-1,7,4
COc1ccc(-c2nc3c4ccccc4ccn3c2Cc2cccc(Cl)c2)cc1OC,5,-4,-9,7,-5,·,23*,-1,-9,-7
N#Cc1ccccc1CSc1nnc(Cc2ccccc2)o1,6,2,-2,-6,-8,-3,3,1,-5,-10
COC(=O)c1cccc(Oc2cccc(Cl)n2)c1,0,4,0,-5,-6,-10,5,1,-1,1
Cc1noc(C)c1COc1ccccc1C(=O)N1CCN(S(=O)(=O)c2cccc(Cl)c2)CC1,-4,-4,-12,-8,1,-4,2,4,-1,-8
COC(=O)CCCn1c(C)cc(C(=O)CCl)c1C,0,-1,6,-1,3,6,-1,3,6,-6
COc1cc(/C=C/C(=O)OCC(=O)c2ccccc2)cc(OC)c1OC,-1,4,5,0,-7,-6,2,2,-6,-1
O=C(CSc1nnc(SCc2cccc3ccccc23)s1)Nc1ccc(Oc2ccccc2)cc1,-4,10,-4,12,·,·,-1,-5,-7,-8
CCOc1cccc(OCCOCCN2CCCC2)c1,-1,-4,2,1,-2,4,-3,-7,10,-1
O=C(NNC(=O)c1ccc(SCC2CCCO2)c([N+](=O)[O-])c1)c1ccc(F)cc1 (stereo unspecified),0,4,4,4,1,-3,4,-1,-8,0
C#CCOCCOCCOCCNc1nc(N2CCN(C(=O)[C@H]([C@@H](C)CC)n3cc(CCCCN)nn3)CC2)nc(N2CCN(C(=O)[C@H](C)n3cc(CCCN=C(N)N)nn3)CC2)n1,5,1,1,7,1,5,6,1,-1,-7
CC1CN(c2nc(N(C)c3ccccc3)nc(N)c2[N+](=O)[O-])CC(C)O1 (stereo unspecified),-6,0,7,-8,7,-11,0,-7,-4,3
Cc1cn(CC(C)C)c(=O)n(-c2ccccc2)c1=O,4,1,3,2,-2,-1,-1,3,-3,0
O=C(c1cnc2ccccn2c1=O)N1CCc2ccccc21,-3,-4,4,-1,13,1,-2,0,-2,-1
CCOC(=O)C1(CCc2ccccc2)CCN(Cc2c(O)cccc2OC)CC1,-5,3,-8,-10,4,-23,-3,-2,0,4
COc1cnc(-c2ccccn2)[nH]c1=O,3,1,2,4,-3,1,6,2,6,2
COc1ccccc1CNC(=O)C1CCCN(S(=O)(=O)c2cccc3nonc23)C1 (stereo unspecified),1,-8,1,3,-2,2,3,3,-6,-6
O=C1C(Nc2ccccc2)=C(N2CCCCC2)C(=O)c2ccccc21,0,1,-2,1,3,5,8,4,13,2
CCOC(=O)C1CCCN(C(=O)c2ccccc2NS(=O)(=O)c2ccc(F)cc2)C1 (stereo unspecified),1,-1,2,10,2,11,0,2,1,-7
Cc1cccc(N2CCN(C(=O)C3CCCN(S(=O)(=O)c4c(C)noc4C)C3)CC2)c1C (stereo unspecified),4,6,0,1,-1,-2,0,-3,-2,-5
COc1cccc(COCCN2CCN(S(=O)(=O)c3ccc(C)cc3)CCC2=O)c1,-2,1,0,-6,3,-6,4,-3,-9,-5
Cc1ccc(NC(=O)c2cn(CCC#N)nc2-c2cccs2)c([N+](=O)[O-])c1,1,-3,-2,7,8,-9,1,-1,-5,1
Cc1ccc(S(=O)(=O)Nc2cc(C(C)C)c(O)cc2C)cc1,-1,-7,-5,1,5,-22,-1,0,-17,6
COc1cc(OC)cc(C(=O)OCC(=O)N2CCCC2)c1,0,3,-1,0,1,3,0,6,8,-5
COc1ccc(N(CC(=O)N2CCCCC2)S(=O)(=O)c2ccccc2)c(OC)c1,-4,-11,-6,-6,-2,6,1,6,9,4
Cc1nc(C(=O)O)sc1C1(C)CC(c2cccc([N+](=O)[O-])c2)=NO1 (stereo unspecified),2,5,6,0,-3,2,6,-4,12,9
Cc1cccc(NC(=O)CSc2nnc(CNC(=O)c3ccco3)o2)c1C,-3,4,0,0,-6,-5,2,5,-5,2
O=C(Nc1cccc(S(=O)(=O)N2CCOCC2)c1)c1ccco1,4,3,0,-3,6,-1,2,-2,-7,3
Cc1c2cnn(CC(=O)NCCCN3CCCCC3C)c(=O)c2c(C)n1Cc1ccccc1 (stereo unspecified),-4,7,-10,6,0,2,-3,-3,-7,5
COc1ccc(N2CCN(C(=O)c3ccc(OCc4c(C)noc4C)c(OC)c3)CC2)cc1,1,-1,-2,-14,-5,-2,6,2,-5,0
Cc1ccc(-c2nn(CCC(=O)Nc3cccnc3)c(=O)c3ccccc23)cc1,6,2,6,2,-3,·,2,3,-1,-3
CO[C@@H]1CN(C)C(=O)c2cc(NC(=O)C3CC3)ccc2OC[C@H](C)N(C(=O)CN2CCOCC2)C[C@@H]1C,2,-2,-1,0,5,·,3,-4,0,1
O=C(NCC1CC1)c1cc2c(c(-c3cccc(-c4ccccc4F)c3)n1)[C@@H](CCO)N(C(=O)CC1CC1)C2,-3,4,0,7,-3,·,1,-2,-19,-8
Cc1cc(C)n(C(=O)CCC2COc3ccccc3O2)n1 (stereo unspecified),11,7,1,-6,-4,-2,14,-1,-3,4
COC(=O)[C@]12C[C@H](CC(=O)N3CCCC3)C(=O)N(Cc3ccco3)C1=C[C@H](C(C)C)O[C@@H]2C1CC1,-2,-6,-3,-1,·,·,-1,-1,4,-2
COC(=O)c1ccc(NC(=O)COC(=O)C2CCC2)cc1,1,-2,2,0,8,1,1,1,-4,-10
COc1ccc(CCNC(=O)CN(C2CCCCC2)S(C)(=O)=O)cc1,1,3,1,-4,5,1,-2,-1,-2,8
COc1cc(C2c3cc4c(cc3OC(N3CCCC3)C2C)OCO4)cc(OC)c1O (stereo unspecified),5,-4,-10,2,-7,6,2,2,-2,9
C(=N\n1cnnc1)/c1ccc2c(c1)OCO2,5,0,3,0,1,-2,3,2,-1,-1
CC1(C)CN(c2cccc(C#N)c2)C1=O,-2,1,-2,-3,8,3,0,-2,-2,10
CN(C)c1ccnc2sc(C(=O)c3ccccc3)c(N)c12,1,0,-2,-1,2,8,-3,-2,3,-4
Cc1nc(C)c(C(=O)Nc2ccc(Oc3ccccc3)cc2)o1,-6,-3,2,3,0,-17,-4,-2,2,0
CC(C)C[C@H](NC(=O)C1CCN(S(=O)(=O)c2ccccc2)CC1)C(=O)NCc1cccnc1,-5,1,0,-4,8,5,-2,-3,-1,-3
CCn1c(CSCc2ccc(C)cc2)nnc1SCC(=O)N1CCN(c2ccccc2)CC1,1,3,0,-5,0,-1,2,4,2,-3
CC(O)CNC(=S)Nc1ccccc1 (stereo unspecified),-2,3,2,1,2,8,0,-2,2,4
CC(C)C(C(=O)O)N1C(=O)/C(=C/c2cccn2C)SC1=S (stereo unspecified),-15,1,0,10,6,3,-13,-11,-1,-2
CSC1=C(C#N)C(c2ccccc2Cl)C2=C(N1)c1ccccc1C2=O (stereo unspecified),2,15,4,1,0,-2,-1,3,2,6
COc1cccc(C(=O)NC(=S)Nc2ccc3c4c(cccc24)CC3)c1,-7,-3,-5,14,-8,-12,5,4,-17,-6
COc1ccc(NC(=O)NCc2cccn2C)c(OC)c1,8,6,-3,15,-10,14,4,6,5,6
CCc1ccc(NC(=S)N2CCN(S(=O)(=O)c3ccccc3)CC2)cc1,-4,2,3,2,8,-6,1,2,-3,3

Compound profiles, from the list above:
Shown for COc1ccc(CCNC(=O)CN(C2CCCCC2)S(C)(=O)=O)cc1 = MBD2 inh: 1; GC-B act: 3; GC-A act: 1; rCAG binder: -4; TCR CD3 inh: 5; HTRA1 inhibitor: 1; UHRF1 binding: -2; PRMT1 inh: -1; ABHD4 inh: -2; SIAE primary: 8
Shown for CC(O)CNC(=S)Nc1ccccc1 (stereo unspecified) = MBD2 inh: -2; GC-B act: 3; GC-A act: 2; rCAG binder: 1; TCR CD3 inh: 2; HTRA1 inhibitor: 8; UHRF1 binding: 0; PRMT1 inh: -2; ABHD4 inh: 2; SIAE primary: 4

Carrying on.
smiles,MBD2 inh,GC-B act,GC-A act,rCAG binder,TCR CD3 inh,HTRA1 inhibitor,UHRF1 binding,PRMT1 inh,ABHD4 inh,SIAE primary
Cc1cc(C)n(CCNC(=O)C2CCC(=O)N(CCc3cccc(F)c3)C2)n1 (stereo unspecified),0,6,2,-5,2,0,-1,-6,-4,0
COc1ccc(NC(=O)c2cc(-c3ccc(F)cc3OC(C)C)n[nH]2)cn1,-6,0,-3,1,-5,·,-1,-4,-18,-1
N#Cc1nc(COc2ccc(Br)cc2)oc1NCCN1CCOCC1,2,-3,8,-3,9,4,0,-1,1,-5
CCn1c(SCC(=O)N/N=C(\C)c2ccncc2)nnc1-c1ccccc1,1,-3,2,-5,8,8,-2,-2,5,-5
CCCCOC(=O)Cn1c(=N)n(CCN(CC)CC)c2ccccc21,-3,-4,-3,7,-13,0,3,-1,-5,2
COC(=O)C1=CN(c2ccc3c(c2)OCO3)C(N)=C(C#N)C1c1cccc(F)c1 (stereo unspecified),0,-5,10,4,-6,·,1,5,0,5
Cn1c(C(=O)N2CCCc3ccccc32)cc2sccc21,1,2,-13,1,3,-3,0,1,8,-1
CN(c1ccccc1)S(=O)(=O)c1cccc(NC(=O)c2cc3ccccc3oc2=O)c1,0,-6,0,3,3,-10,-2,-3,1,-3
O=C(Cn1cnc2ccccc21)NC(c1ccccc1)c1ccccc1,4,-7,-11,3,-3,3,19,0,2,1
COc1cccc(C(=O)NNC(=O)C(=O)N2CCCCC2)c1,1,-1,-2,-3,-6,-6,-2,3,5,-7
S=c1[nH]nc2c3c4c(sc3ncn12)CCCC4,-7,-4,-5,7,-1,-6,2,41*,8,9
COc1ccccc1NC(=S)N(Cc1ccccn1)Cc1ccccc1Cl,-2,-4,-9,0,-3,-1,4,4,1,3
CCN1CCCCC(NC(=O)Cc2ccccc2)C1=O (stereo unspecified),2,1,0,-1,·,·,1,1,2,-2
Cc1cccc(C)c1NC(=O)C1(C)CSCC(=O)N1Cc1cccc(F)c1 (stereo unspecified),0,1,1,6,1,·,-2,1,11,4
COc1ccc(NC(=O)/C=C/C(=O)O)c(OC)c1,-3,-1,1,-5,0,-2,-4,5,-3,2
CCCCn1c(N)c(N(C)C(=O)c2cn(-c3ccccc3)nc2-c2ccccc2)c(=O)[nH]c1=O,-3,3,4,3,-3,0,0,1,2,1
CCCOc1ccc(/C=N/NC(=O)c2nnn(-c3nonc3N)c2-c2cccs2)cc1OC,10,9,7,9,1,-29,2,3,-20,-7
CCCC(C(=O)NCc1ccco1)N(C(=O)CNS(=O)(=O)c1ccccc1)c1ccccc1OC (stereo unspecified),0,-6,-5,-3,-3,-4,0,-1,-5,4
O=C(O)C1Nc2c(C(F)(F)F)ccc(Cl)c2C2C=CCC12 (stereo unspecified),-5,-2,-1,27,0,20,-1,33*,36*,4
O=[N+]([O-])c1ccc(Cl)c(S(=O)(=O)Nc2ccc(-c3ccc(N4CCOCC4)nn3)cc2)c1,-2,-1,-2,27,-2,-4,2,0,4,0
Cc1ccc(S(=O)(=O)N2C[C@H]3[C@H]4C(=O)N(c5ccccc5)C(=O)[C@H]4C[C@H](OC(=O)NC4CCCC4)[C@@]3(O)C2)cc1,-2,-1,1,3,0,3,1,0,-4,-2

Bioassay records (PubChem BioAssay)
